HIV peptide binding = inhibitors of HIV fusion peptide binding, primary screen, biochemical, uHTS, fluorescence dequenching (AID 1986). one-dose inhibition, % at 20 µM; IC50 in µM for titrated hits. hit rate 0.3% among 290,000. cell-free peptide binding, fluorescence dequenching, 30 min; higher % means a stronger effect; in the data active = inhibition mostly above about 52%, no sharp cut-off; inactive = mostly below about 76%; also: some results filed as inactive read as strong as hits
AID2073 = disruptors of CaV2.2 binding to Mint1 – biochemical, HTRF (AID 2073) | HTRF protein-protein interaction, Mint1-CaV2.2; higher % means a stronger effect | inhibition, % at 20 µM; hits with a dose series show IC50 in µM | hit rate 0.19% among 290,000; in the data active = inhibition mostly above about 51%, no sharp cut-off; also: some results filed as inactive read as strong as hits
Starred values were filed as active, the others as inactive.

SMILES | HIV peptide binding | AID2073
CCc1cccc(NC(=O)c2cnn(-c3ccccc3)c2C)c1 | -1.1% | 11%
Cc1ccc(C(=O)NCCNC(=O)COc2ccc(C)c(C)c2)cn1 | -0.1% | 4%
CCOc1ccc(C(C(=O)NC2CCCC2)N(C(=O)c2snc(C(N)=O)c2N)c2cccc(O)c2)cc1 (centres undefined) | -0.6% | 11%
CCCn1c(C2CCCN2c2nc(-c3ccc(C)cc3)cs2)nc2cc(Cl)c(N3CCCCC3)cc21 (centres undefined) | -1.5% | -9%
CCCC(NC(=O)CCc1c(C)c2cc3c(-c4ccccc4)coc3cc2oc1=O)C(=O)O (centres undefined) | 5.7% | 18%
COc1ccc(/C(N)=N/OC(=O)c2ccc(Br)o2)cc1 | 0.7% | 9%
COC(=O)C1CCN(C(=O)C2CCN(C(=O)[C@H](C)NS(=O)(=O)c3ccc(C)cc3)CC2)CC1 | -0.3% | 3%
Cc1cc(-c2ccc(S(=O)(=O)N(C)Cc3ccccc3)cc2)on1 | -2.2% | 9%
COc1cc(/C=N/n2nnnc2N)ccc1OC(C)C | -0.7% | 2%
COc1ccccc1N(CC(=O)NC1CCCC1)C(=O)C1(C)CC(=O)N=C2C=CC(C)=CN21 (centres undefined) | -1.0% | 17%
COc1ccc(N2C(=O)CSC2c2ccccc2F)c(OC)c1 (centres undefined) | -1.3% | 38%
CC(C)CC(=O)Nc1ccc(N2CCN(C(=O)c3cccs3)CC2)cc1 | -2.8% | 11%
O=C(NCCNC(=O)c1ccccn1)c1cccc(F)c1 | 1.8% | 7%
Cc1cccc(C(=O)N2CCCC(Nc3ccc(C)c(C)c3)C2)n1 (centres undefined) | -1.8% | 4%
CC(C)CC(=O)N1CCN(Cc2cccc(Cl)c2)CC1 | -1.4% | 14%
O=C(O)c1cccc(S(=O)(=O)Nc2ccc(OCc3ccccc3)cc2)c1 | 10% | 7%
O=C(/C=C/c1ccc([N+](=O)[O-])o1)NNC(=O)c1ccc(F)cc1 | 6.3% | -11%
COc1cccc(N2CCN(C(=S)Nc3ccc(F)cc3)CC2)c1 | 1.1% | -21%
COC(=O)c1sc(N2C(=O)C(O)=C(C(=O)c3ccc(C)o3)C2c2cc(OC)ccc2OC)nc1C (centres undefined) | 23% | 4%
O=S(=O)(c1ccccc1)c1nc(-c2ccco2)oc1N1CCCCC1 | 0.8% | 0%
Cc1cc(C)c(C(=O)N(CCN(C)C)CC2CCCN(Cc3ccccc3F)C2)o1 (centres undefined) | 0.6% | -4%
COc1ccccc1NC(=O)c1ccccc1S(=O)(=O)c1ccc([N+](=O)[O-])cc1 | 1.5% | -1%
COc1ccc(-c2cc(C(=O)N/N=C(\C)c3cccnc3)c3ccccc3n2)c(OC)c1 | -1.1% | 7%
CN(Cc1ccccc1)C(=O)CCC1CCN(C(=O)CCC(F)(F)F)CC1 | -0.2% | 10%
Cc1cccc(NC(=O)CCOc2ccccc2)c1C | 1.3% | -6%
Carrying on:
SMILES | HIV peptide binding | AID2073
CN(CCc1ccccn1)C1CCCN(S(=O)(=O)c2ccccc2)C1 (centres undefined) | 2.9% | 4%
Cc1cc(C(=O)NC2CCCc3c2cnn3-c2cccc(C)c2C)no1 (centres undefined) | 1.5% | -2%
O=C(Cn1c(=O)oc2ccc(Cl)cc21)NC1CCCCC1 | 0.1% | 11%
Cc1ccc(Nc2nc(-c3cccnc3)cs2)cc1C | -1.2% | 3%
COc1ccc(OC)c(S(=O)(=O)ON2C(=O)c3ccccc3C2=O)c1 | 0.4% | 35%
O=C(Cn1ncc2c3ccccc3n(Cc3ccccc3)c2c1=O)N1CCN(c2ccccn2)CC1 | 0.0% | -2%
CC(C)CN(c1ccccc1)S(=O)(=O)c1nnc(NC(=O)c2ccco2)s1 | 32% | 18%
CCOC(=O)N1CCN(C(=O)CS(=O)(=O)Cc2nc(-c3ccccc3F)oc2C)CC1 | -1.8% | 2%
Cc1ccc(C(=O)C2=C(O)C(=O)N(Cc3ccco3)C2c2cccc(Cl)c2)o1 (centres undefined) | 26% | 14%
CCC1COCCS(=O)(=O)N1Cc1ccccc1C (centres undefined) | -1.0% | -3%
O=c1nc(-c2ccccc2Cl)c2cc(F)ccc2[nH]1 | 0.9% | 11%
CCn1c(SCC(=O)Nc2cc(C)on2)nc2c([nH]c3ccccc32)c1=O | -0.7% | 1%
COc1cc(OC)cc(N(C(=O)CNC(=O)c2ccco2)C(C(=O)NCC2CCCO2)c2ccccc2)c1 (centres undefined) | -0.8% | 8%
CC(NS(=O)(=O)c1ccc2c(c1)CC(C)N2C(=O)C1CC1)c1ccccc1 (centres undefined) | -0.7% | -10%
O=S(=O)(Nc1ccccn1)c1ccc(Br)cc1 | 1.9% | 11%
CCC(C(=O)NCCc1ccc(OC)cc1OC)n1nc(C)n2c(cc3occc32)c1=O (centres undefined) | -1.5% | 0%
Nc1nonc1-n1nnc(C(=O)N/N=C/c2ccccc2)c1CN1CCc2ccccc21 | 0.7% | 19%
Cc1ccc(OCC(=O)NNC(=S)NC(=O)c2ccc(Br)o2)c(C)c1 | 2.2% | -28%
COc1ccc(S(=O)(=O)N2CCC(C(=O)NC3CC3)CC2)cc1OC | -0.9% | 9%
COc1ccc(Cl)cc1NCCC(O)c1ccc(F)cc1 (centres undefined) | 0.5% | -12%
CC(C)(C)CC(=O)Nc1cc2c3c(c1)CC(=O)N3CCC2 | 1.2% | 1%
CCn1c(SCC(=O)Nc2ccc(OC)cc2)nc2c(c1=O)SCC2 | -3.0% | 11%
Cc1cccc(NC(=O)C2CCN(S(=O)(=O)c3cccc4nonc34)CC2)c1 | 0.5% | 7%
CCC(O)c1nc2ccccc2n1CCc1ccccc1 (centres undefined) | -0.8% | 7%
N#CCOc1ccccc1P(=O)(c1ccccc1)c1ccccc1 | -0.9% | 6%

Part of the list above in another layout:
SMILES	HIV peptide binding	AID2073
COc1ccccc1NC(=O)c1ccccc1S(=O)(=O)c1ccc([N+](=O)[O-])cc1	1.5%	-1%
O=C(Cn1ncc2c3ccccc3n(Cc3ccccc3)c2c1=O)N1CCN(c2ccccn2)CC1	0.0%	-2%
CCOc1ccc(C(C(=O)NC2CCCC2)N(C(=O)c2snc(C(N)=O)c2N)c2cccc(O)c2)cc1 (centres undefined)	-0.6%	11%
COC(=O)c1sc(N2C(=O)C(O)=C(C(=O)c3ccc(C)o3)C2c2cc(OC)ccc2OC)nc1C (centres undefined)	23%	4%
CN(CCc1ccccn1)C1CCCN(S(=O)(=O)c2ccccc2)C1 (centres undefined)	2.9%	4%

Remaining list, next part.
SMILES | HIV peptide binding | AID2073
CCN(CC)c1ccc(C(=O)Nn2cnc3ccccc3c2=O)cc1 | -3.0% | 12%
CC(=O)Nc1ccc(NC(=O)CSc2nnc(NC(=O)C3CC(=O)N(c4ccccc4)C3)s2)cc1 (centres undefined) | 0.2% | -5%
CCNC(=O)/C(C#N)=C/c1c(N2CCN(c3cccc(Cl)c3)CC2)nc2c(C)cccn2c1=O | -0.2% | 11%
O=C(CCCCCN1C(=O)c2ccccc2C1=O)Nc1ccccc1F | -1.8% | -1%
Cn1cccc1/C=N/NC(=O)c1cccs1 | -1.6% | 2%
COc1cc(CNn2c(C)n[nH]c2=S)cc(Br)c1OCC(=O)NC(C)(C)C | 1.2% | -34%
Cc1[nH]c(C(=O)O)c(C#N)c1C(=O)c1ccccc1 | 1.0% | -3%
Cn1ncc(Br)c1C(=O)NC1CCCC1 | -0.8% | 8%
COc1ccc(NC(=O)C2CCCN(S(=O)(=O)c3ccc4c(c3)CC(C)N4C(C)=O)C2)cc1 (centres undefined) | -1.7% | 0%
CCOc1ccc(CC(=O)NCC(=O)NCc2cc(=O)n(C)c(=O)n2C)cc1 | 0.4% | 7%
Cc1ccc(C(=O)COC(=O)CN2C(=O)C3C4CC(C(Br)C4Br)C3C2=O)cc1 (centres undefined) | -1.3% | 10%
COc1ccc(OCc2cc(C(=O)N(C)Cc3cc(C)no3)no2)c(Cl)c1 | 1.0% | 14%
Cc1cccc(Nc2cc(C)nc3ccccc23)c1 | 0.7% | 8%
Cc1ccc(NC(=O)CN2C(=O)CCSc3ccc(S(=O)(=O)N4CCCC4)cc32)cc1 | 0.2% | -6%
COc1cccc(C2N=C(c3ccccc3C)NO2)c1OC (centres undefined) | -1.6% | -5%
Cc1ccccc1N(CC(=O)NC1CCCCC1)C(=O)CNC(=O)c1cccs1 | -1.2% | 4%
Cn1c(=O)c2c(SCC(=O)N3CCCC3)nc(-c3ccccc3)nc2n(C)c1=O | -1.8% | 7%
CN(C(=O)CC1C(=O)NCCN1Cc1ccccc1C(F)(F)F)C1CCOCC1 (centres undefined) | 1.9% | 10%
CCOc1ccc(N(CC(=O)Nc2ccccc2OC)S(=O)(=O)c2ccccc2)cc1 | -0.5% | 0%
O=C(COc1ccc(S(=O)(=O)N2CCCC2)cc1Cl)NCc1cccnc1 | -1.7% | 10%
O=C(NCc1ccccc1Cl)C1CCN(S(=O)(=O)N2CCCC2)CC1 | -0.4% | 7%
CCC1CCCCN1CCCNC(=O)c1nn(C)c2c1CS(=O)(=O)c1ccccc1-2 (centres undefined) | 2.2% | 7%
Cn1cnc2c1c(=O)n(Cc1ccc(Cl)cc1Cl)c(=O)n2C | 0.1% | 0%
O=C(Cc1ccccc1)NCCc1cnc[nH]1 | 1.3% | 6%
Cc1ccc(C)c(NC(=S)NCc2ccccc2)c1 | 1.7% | 3%

Single values from the results shown.
HIV peptide binding with O=C(Cc1ccccc1)NCCc1cnc[nH]1 stands at 1.3%
AID2073 with Cn1cnc2c1c(=O)n(Cc1ccc(Cl)cc1Cl)c(=O)n2C stands at 0%
AID2073 with Cc1ccc(NC(=O)CN2C(=O)CCSc3ccc(S(=O)(=O)N4CCCC4)cc32)cc1 stands at -6%
AID2073 with CCN(CC)c1ccc(C(=O)Nn2cnc3ccccc3c2=O)cc1 stands at 12%
HIV peptide binding with O=C(NCc1ccccc1Cl)C1CCN(S(=O)(=O)N2CCCC2)CC1 stands at -0.4%

(listing goes on)
SMILES | HIV peptide binding | AID2073
CCCCCCC(O)(CCN1CCCCC1)c1ccccc1 (centres undefined) | 0.4% | 31%
Cc1[nH]c2ccccc2c1/C=N/NC(=O)c1ccccc1 | 0.8% | 3%
Cc1ccc2cc(C#N)c(N3CCCN(C(=O)c4cnccn4)CC3)nc2c1 | 0.5% | -1%
O=C(CCN1C(=O)/C(=C/c2ccccc2Cl)SC1=S)NCCc1ccc(O)cc1 | -1.1% | 14%
COc1cccc(CN2CCN(C(=O)C3CCC(=O)N(C4CCCC4)C3)CC2)c1 (centres undefined) | -1.3% | 4%
O=C1OC/C(=C(/O)c2ccc(Cl)cc2)C1=O | 1.5% | 15%
CC(=O)N1CCN(c2ccc(NC(=O)C(c3ccccc3)c3ccccc3)cc2)CC1 | -3.0% | -7%
O=C(Nc1ccc(N2CCN(C(=O)c3cccs3)CC2)cc1)c1ccccc1F | -0.7% | 5%
COCCNC(=O)C(c1ccc(F)cc1)N(Cc1cccs1)C(=O)CCC(=O)Nc1ccccn1 (centres undefined) | 0.4% | 4%
C=CCn1c(CNS(=O)(=O)c2ccc(Cl)cc2)n[nH]c1=S | -0.8% | -26%
C=CCN1CCN(C(=O)c2cc3c(s2)CCC(CC)C3)CC1 (centres undefined) | -0.6% | -4%
CC(C)CCC(C)NC(=O)C1CCN(S(=O)(=O)/C=C/c2ccccc2)CC1 (centres undefined) | -1.2% | 9%
CCS(=O)(=O)C1=NN2C(=N)/C(=C\c3ccc(OCCOc4cccc(OC)c4)c(OC)c3)C(=O)N=C2S1 | 9.2µM* | 28%
NC(=O)c1cc(S(=O)(=O)N2CCc3ccccc3C2)cs1 | 0.3% | -6%
OC(CNC1CCCC1)COc1ccccc1Br (centres undefined) | 1.1% | 0%
Cc1ccc(CNC(=O)c2ccc(Cn3nc(C)cc3C)o2)cc1 | -1.0% | 2%
CC(C)(O)C(=O)N/N=C\c1ccc(OC/C=C/c2ccccc2)cc1 | 0.9% | 8%
COc1ccc(/C=C2\C(=N)N3N=C(CC(=O)N4CCCCC4)SC3=NC2=O)cc1 | 7.4% | -1%
Cc1cccc(CN2CCc3c([nH]c4ccccc34)C2C(C)(C)C)n1 (centres undefined) | 0.1% | 2%
O=C(CN(Cc1ccccc1Cl)S(=O)(=O)c1ccc(Cl)cc1)N/N=C/c1ccc(C(=O)O)cc1 | 36% | 3%
CSCC[C@H](NC(=O)Cc1c(C)c2c(cc(C)c3c(C)coc32)oc1=O)C(=O)O | 2.4% | 31%
CC(C)N(C(=O)Cn1c(SCC(=O)NC2CC2)nc2ccccc21)C(C)C | 1.4% | 2%
CC(=O)c1ccc(N2CCN(C3CCC(C(C)(C)C)CC3)CC2)cc1 (centres undefined) | -0.6% | -1%
O=C(NCCc1cnc[nH]1)Nc1cccc(C(F)(F)F)c1 | -0.8% | 6%
COc1ccccc1N1CCN(C(=O)NCc2cccc(C(F)(F)F)c2)CC1 | 0.4% | 6%
Cc1ccccc1/C=C1\Sc2ccc(C(=O)N3CCN(c4ccccn4)CC3)cc2N(C)C1=O | -1.4% | 19%
O=C(Nn1cnc2ccccc2c1=O)c1ccccc1F | -0.8% | 9%
COc1ccc(-n2c(=O)[nH]cc(C(=O)Nc3ccc4c(c3)OCCO4)c2=O)cc1OC | -0.7% | -1%

Entries of single compounds as entered above. Order of values: HIV peptide binding, AID2073
CCOc1ccc(N(CC(=O)Nc2ccccc2OC)S(=O)(=O)c2ccccc2)cc1 is listed as -0.5%, 0%
CCNC(=O)/C(C#N)=C/c1c(N2CCN(c3cccc(Cl)c3)CC2)nc2c(C)cccn2c1=O is listed as -0.2%, 11%
O=C(CCCCCN1C(=O)c2ccccc2C1=O)Nc1ccccc1F is listed as -1.8%, -1%
O=S(=O)(c1ccccc1)c1nc(-c2ccco2)oc1N1CCCCC1 is listed as 0.8%, 0%

This is a subset; rates above refer to the full screens.
